From PubChem
DAX1 inh-1: blocks DAX1 repression of SF-1 activated StAR promoter; HEK293T StAR-luciferase reporter, SF-1/DAX-1 repression relief; AID 652010; 370,000 tested, 1.1% active; inhibition, % at 6.8 µM;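 active = inhibition above the mean over all tested compounds plus 3 SD, cut at about 3.6% in these data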;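 also: 0% = DAX-1 cells with DMSO and 100% = cells lacking DAX-1 with DMSO; higher inhibition means more luminescence from relief of DAX-1 repression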
FXN GAA850 act: frataxin GAA850 promoter activation; HEK293 lucGAA850 FXN promoter luciferase reporter, 24 h; percent of 10 µM SAHA response; activation, % at 6 µM; 360,000 tested, 0.56% active;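 active = activation above the average of all compounds screened plus 3 SD, cutoff fixed separately per campaign, cut at about 7.5% in these data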;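 also: 0% = DMSO wells and 100% = 10 µM SAHA wells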
hcDAF12 agonist: activators of H. contortus DAF-12 nuclear receptor; HEK293 hcDAF-12 lit1-tk-luc reporter, luminescence; 0% DMSO, 100% Δ7-dafachronic acid; activation, % at 6.8 µM; 370,000 tested, 1.4% active;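 active = activation above the mean of all tested compounds plus 3 SD, cut at about 5.5% in these data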;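 also: 100% = response to 3 µM Δ7-dafachronic acid high control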
SMARCA2 activ: SMARCA2 function activation, primary screen. activation, % at 9.1 µM. 370,000 tested, 1% active. AID 652017. MG213 cells, MMTV-luciferase reporter, dexamethasone, overnight; in the data active = activation above about 7.8%;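 also: 0% = vehicle wells and 100% = reference activator wells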
ssDAF12 agonist: activators of S. stercoralis DAF-12 nuclear receptor. HEK293 ssDAF-12/GRIP1 lit1-tk-luc reporter, luminescence; % of 3 µM dafachronic acid response. activation, % at 6.8 µM. 370,000 tested, 1% active. AID 652126;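 active = activation above the mean over all tested compounds plus 3 SD, cut at about 0.9% in these data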;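 also: 0% = DMSO-only wells and 100% = 3 µM delta7-dafachronic acid wells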
ADAM10 inh: inhibits human ADAM10. O14672. recombinant ADAM10, EDANS/DABCYL FRET peptide cleavage, 3 h. inhibition, % at 7 µM. 370,000 tested, 0.62% active. AID 720582;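 active = inhibition above a per-campaign cutoff equal to the mean of compounds falling between control-based bounds plus 3 SD, cut at about 20% in these data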;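 also: 0% = DMSO wells while the 100% control is not disclosed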
DAX1 inh-2: NR0B1 (DAX1) inhibition; 340,000 tested, 0.99% active; inhibition, % at 6.75 µM; HEK293 Gal4-DAX1 luciferase reporter, luminescence; P51843; AID 504766;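 active = inhibition above the mean over all tested compounds plus 3 SD, cut at about 4.2% in these data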;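 also: 0% = DAX1-transfected cells with DMSO and 100% = empty-vector control cells with DMSO; inhibition shows as a rise in luminescence from relieved DAX1 repression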
Target sequence (P51843 207-470 limits assumed): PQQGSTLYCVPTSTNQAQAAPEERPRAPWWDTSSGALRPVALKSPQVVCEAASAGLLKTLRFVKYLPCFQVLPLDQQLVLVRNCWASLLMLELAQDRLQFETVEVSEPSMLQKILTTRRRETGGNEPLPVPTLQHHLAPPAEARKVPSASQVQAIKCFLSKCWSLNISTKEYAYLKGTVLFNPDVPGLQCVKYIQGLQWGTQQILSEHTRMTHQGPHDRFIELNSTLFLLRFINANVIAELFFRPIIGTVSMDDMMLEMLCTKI
GC-A act: GC-A (human) enzyme activation | P16066 | HEK293 GC-A cells, cGMP TR-FRET, EC30 ANP; 0% at EC30 ANP, 100% saturating ANP | activation, % at 10 µM | 370,000 tested, 0.14% active | AID 1671463; in the data active = activation above about 40%
PG9 binder: PG9 antibody binding by small molecule; TR-FRET gp120-PG9 antibody binding; inhibition, % at 6.7 µM; 360,000 tested, 0.43% active; AID 624416; in the data active = inhibition above about 8.5%
ADAM17 inh: inhibitors of human ADAM17; 370,000 tested, 0.83% active; inhibition, % at 6.95 µM; recombinant ADAM17, EDANS/DABCYL FRET peptide cleavage; AID 720648; P78536;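 active = inhibition above the mean of compounds lying between control limits plus 3 SD, set per campaign, cut at about 8.5% in these data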;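 also: 0% = DMSO-only wells as the low control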
Target sequence (P78536 215-824 limits assumed): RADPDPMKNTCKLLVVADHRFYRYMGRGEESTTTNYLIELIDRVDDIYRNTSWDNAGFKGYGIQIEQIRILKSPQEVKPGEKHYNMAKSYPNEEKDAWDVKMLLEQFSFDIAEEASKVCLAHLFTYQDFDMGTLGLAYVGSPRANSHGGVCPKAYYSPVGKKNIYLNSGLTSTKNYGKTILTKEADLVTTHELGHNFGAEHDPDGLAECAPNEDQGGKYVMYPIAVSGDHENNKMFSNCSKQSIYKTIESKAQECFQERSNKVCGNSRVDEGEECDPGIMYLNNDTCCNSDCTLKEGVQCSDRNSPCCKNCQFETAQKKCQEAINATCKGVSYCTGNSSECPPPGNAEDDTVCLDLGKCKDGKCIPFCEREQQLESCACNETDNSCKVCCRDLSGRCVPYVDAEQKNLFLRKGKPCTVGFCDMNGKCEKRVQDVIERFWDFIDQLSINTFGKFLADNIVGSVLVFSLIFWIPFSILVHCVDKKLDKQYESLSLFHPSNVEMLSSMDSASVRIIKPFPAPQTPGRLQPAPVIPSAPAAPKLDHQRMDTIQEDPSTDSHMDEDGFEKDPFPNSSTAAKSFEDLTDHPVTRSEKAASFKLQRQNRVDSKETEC
hgDAF12 agonist: activates the H. glycines DAF-12 receptor ligand-binding domain | HEK293 GAL4-hgDAF12 UAS-luciferase reporter, agonist luminescence; normalized to butyrate control | activation, % at 6.8 µM | 370,000 tested, 1.8% active;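 active = activation above a cutoff set at the mean of all screened compounds plus 3 SD, cut at about 10% in these data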;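 also: 0% = DMSO wells and 100% = sodium butyrate wells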
Starred values were filed as active, the others as inactive.

Start of the data: the first 2 compounds, ahead of the listing:
For NCCSc1c(-c2ccc(Cl)cc2)[nH]c2ccccc12 the results were DAX1 inh-1 -0.3, FXN GAA850 act -0.7, hcDAF12 agonist 0.3, SMARCA2 activ 0, ssDAF12 agonist -0.6, ADAM10 inh -79, DAX1 inh-2 2.5, GC-A act -20, PG9 binder -0.4, ADAM17 inh -34 and hgDAF12 agonist 0.3.
Screening CCNc1ccc(S(=O)(=O)N(C)C)cc1[N+](=O)[O-] returned DAX1 inh-1 -0.2, FXN GAA850 act 5.3, hcDAF12 agonist -2.0, SMARCA2 activ -4, ssDAF12 agonist -0.9, ADAM10 inh 1, DAX1 inh-2 1.7, GC-A act 3, PG9 binder -0.4, ADAM17 inh 1 and hgDAF12 agonist 1.2.

Main list, previewed entries included:
For NCCSc1c(-c2ccc(Cl)cc2)[nH]c2ccccc12 the results were DAX1 inh-1 -0.3, FXN GAA850 act -0.7, hcDAF12 agonist 0.3, SMARCA2 activ 0, ssDAF12 agonist -0.6, ADAM10 inh -79, DAX1 inh-2 2.5, GC-A act -20, PG9 binder -0.4, ADAM17 inh -34 and hgDAF12 agonist 0.3.
Screening CCNc1ccc(S(=O)(=O)N(C)C)cc1[N+](=O)[O-] returned DAX1 inh-1 -0.2, FXN GAA850 act 5.3, hcDAF12 agonist -2.0, SMARCA2 activ -4, ssDAF12 agonist -0.9, ADAM10 inh 1, DAX1 inh-2 1.7, GC-A act 3, PG9 binder -0.4, ADAM17 inh 1 and hgDAF12 agonist 1.2.
Cc1cccc2ccccc12 was read as DAX1 inh-1 0.1, hcDAF12 agonist 0.5, SMARCA2 activ -3, ssDAF12 agonist -0.5, ADAM10 inh -1, GC-A act -1, PG9 binder -0.5, ADAM17 inh -2 and hgDAF12 agonist 0.4.
`CC1CC(C)CN(C(=O)CN2CCN(Cc3ccc(Cl)cc3)C2=O)C1` (stereo not given) gave DAX1 inh-1 0.4, FXN GAA850 act 2.1, hcDAF12 agonist -1.3, SMARCA2 activ -1, ssDAF12 agonist -1.4, ADAM10 inh 1, DAX1 inh-2 -0.3, GC-A act 0, PG9 binder -1.1, ADAM17 inh 1 and hgDAF12 agonist -1.4.
Screening COc1ccccc1-n1cc(C(=O)NCC(=O)N2CCN(Cc3ccccc3)CC2)c2ccccc2c1=O returned DAX1 inh-1 0.3, FXN GAA850 act -1.4, hcDAF12 agonist -1.3, SMARCA2 activ -1, ssDAF12 agonist -1.4, ADAM10 inh -9, DAX1 inh-2 0.8, GC-A act -13, PG9 binder -1.0, ADAM17 inh -5 and hgDAF12 agonist 1.0.
For O=C(CCc1nnc(CCc2ccccc2)o1)N1CCCCC1CCn1cccn1 (stereo not given) the results were DAX1 inh-1 -0.8, FXN GAA850 act 0.1, hcDAF12 agonist 0.1, SMARCA2 activ -3, ssDAF12 agonist -1.2, ADAM10 inh -3, DAX1 inh-2 0.5, GC-A act 2, PG9 binder 1.4, ADAM17 inh -2 and hgDAF12 agonist 1.7.
Screening O=C(Cn1nnc2ccccc21)NNC(=O)c1ccccc1 returned DAX1 inh-1 -0.3, FXN GAA850 act 1.1, hcDAF12 agonist 0.4, SMARCA2 activ 2, ssDAF12 agonist -1.1, ADAM10 inh 11, DAX1 inh-2 -1.0, GC-A act -2, PG9 binder 0.5, ADAM17 inh 0 and hgDAF12 agonist -1.0.
COCCCNC(=O)C[C@H]1C[C@@]2(C(=O)OC)C(=C[C@H](C3CCCC3)O[C@@H]2C)N(Cc2ccc(Cl)cc2Cl)C1=O was read as DAX1 inh-1 -1.5, hcDAF12 agonist -0.8, SMARCA2 activ -3, ssDAF12 agonist -1.5, ADAM10 inh 10, GC-A act -29, ADAM17 inh 1 and hgDAF12 agonist 2.5.
Screening O=C(OCc1cn([C@H]2C[C@H](c3ccc(Cl)cc3)N(C(=O)C3CCCCC3)C[C@@H]2O)nn1)c1ccccc1 returned DAX1 inh-1 0.6, FXN GAA850 act -1.6, hcDAF12 agonist -1.4, SMARCA2 activ -1, ssDAF12 agonist -1.4, ADAM10 inh 3, DAX1 inh-2 -0.8, GC-A act -3, PG9 binder -0.8, ADAM17 inh 2 and hgDAF12 agonist 4.7.
`O=C(CNS(=O)(=O)c1ccccc1)OCC(=O)c1cccc([N+](=O)[O-])c1` gave DAX1 inh-1 0.5, FXN GAA850 act -1.1, hcDAF12 agonist -0.7, SMARCA2 activ 0, ssDAF12 agonist -1.0, ADAM10 inh -1, DAX1 inh-2 1.0, GC-A act 2, PG9 binder 0.2, ADAM17 inh -2 and hgDAF12 agonist -1.8.
For CCOC(=O)C1=C[C@@H](CC)N(S(=O)(=O)c2ccc(C)cc2)[C@H]1c1cccs1 the results were DAX1 inh-1 -1.5, hcDAF12 agonist -2.5, SMARCA2 activ 0, ssDAF12 agonist -1.5, ADAM10 inh 7, GC-A act -7, PG9 binder -0.3, ADAM17 inh 4 and hgDAF12 agonist -2.5.
Screening CCOC(=O)[C@@H]1[C@H]2COc3ccccc3[C@@H]2N2C(=O)N(c3ccc(C(F)(F)F)cc3)C(=O)[C@]12C returned DAX1 inh-1 0.0, FXN GAA850 act 2.8, hcDAF12 agonist -0.6, SMARCA2 activ -2, ssDAF12 agonist -1.3, ADAM10 inh -1, DAX1 inh-2 -0.8, GC-A act 0, PG9 binder -0.7, ADAM17 inh -4 and hgDAF12 agonist 0.2.
For COc1cc(OC)c(OC)cc1CN1CCN(Cc2cccn2C)CC1 the results were DAX1 inh-1 0.6, FXN GAA850 act -0.1, hcDAF12 agonist -1.7, SMARCA2 activ 1, ssDAF12 agonist -1.3, ADAM10 inh 9, DAX1 inh-2 -0.7, GC-A act 0, PG9 binder -0.5, ADAM17 inh 6 and hgDAF12 agonist -2.7.
Cc1cc(C)c(C(=O)NC2CCCc3c2cnn3-c2ccc(C)c(C)c2)c(=O)[nH]1 (stereo not given) was read as DAX1 inh-1 -2.5, FXN GAA850 act 1.3, hcDAF12 agonist 2.8, SMARCA2 activ -2, ssDAF12 agonist 0.0, ADAM10 inh 4, DAX1 inh-2 0.1, GC-A act 2, PG9 binder -0.1, ADAM17 inh 2 and hgDAF12 agonist -3.1.
Screening Cc1ccccc1NS(=O)(=O)c1cc(C(N)=O)ccc1C returned DAX1 inh-1 -0.3, FXN GAA850 act -2.9, hcDAF12 agonist -2.0, SMARCA2 activ 0, ssDAF12 agonist -0.9, ADAM10 inh -7, DAX1 inh-2 0.5, GC-A act 4, PG9 binder -1.0, ADAM17 inh -4 and hgDAF12 agonist -1.6.
Screening CC(C)Oc1ccc(CNC(=S)N/N=C/c2cccnc2)cc1 returned DAX1 inh-1 -0.1, FXN GAA850 act 1.5, hcDAF12 agonist -2.6, SMARCA2 activ 1, ssDAF12 agonist -1.2, ADAM10 inh 15, DAX1 inh-2 -0.2, GC-A act 2, PG9 binder -2.0, ADAM17 inh 2 and hgDAF12 agonist 0.1.
For COc1ccccc1CN1CC(C(=O)N2CCN(c3ccc(F)cc3)CC2)CC1=O (stereo not given) the results were DAX1 inh-1 0.8, FXN GAA850 act 1.7, hcDAF12 agonist -0.9, SMARCA2 activ 0, ssDAF12 agonist -1.8, ADAM10 inh 3, DAX1 inh-2 -0.8, GC-A act -5, PG9 binder -1.1, ADAM17 inh 0 and hgDAF12 agonist -0.5.
For O=C([C@H](Cc1ccccc1)NS(=O)(=O)c1ccc(Cl)cc1)N1CC[C@@]2(O)CCCC[C@H]2C1 the results were DAX1 inh-1 -0.1, FXN GAA850 act -4.2, hcDAF12 agonist -0.7, SMARCA2 activ 0, ssDAF12 agonist -1.4, ADAM10 inh -6, DAX1 inh-2 -1.4, GC-A act -4, PG9 binder 0.0, ADAM17 inh -2 and hgDAF12 agonist -0.6.
`O=C(NCc1ccc2c(c1)OCO2)c1ccc(Cl)c(S(=O)(=O)NCc2ccccc2)c1` gave DAX1 inh-1 -0.3, FXN GAA850 act -0.6, hcDAF12 agonist -2.8, SMARCA2 activ 0, ssDAF12 agonist -1.3, ADAM10 inh 1, DAX1 inh-2 -2.1, GC-A act 3, PG9 binder -0.1, ADAM17 inh 0 and hgDAF12 agonist 0.5.
Screening COC(=O)c1cccc(Cn2ccc3ccc(-c4ccc5ccn(C(=O)c6ccc(C)cc6)c5c4)cc32)c1 returned DAX1 inh-1 -0.8, hcDAF12 agonist -0.2, SMARCA2 activ -2, ssDAF12 agonist -0.5, ADAM10 inh -34, GC-A act 4, ADAM17 inh -9 and hgDAF12 agonist -2.3.
`COc1ccc(CNCc2c(O)c(Cl)cc3c(C)c(C)c(=O)oc23)c(OC)c1` gave DAX1 inh-1 -0.5, FXN GAA850 act -2.4, hcDAF12 agonist -0.7, SMARCA2 activ 1, ssDAF12 agonist -1.1, ADAM10 inh inactive, DAX1 inh-2 1.6, GC-A act 4, PG9 binder -0.6, ADAM17 inh inactive and hgDAF12 agonist 2.7.
`OCC1(Cc2ccccc2C(F)(F)F)CCN(Cc2ccncc2)CC1` gave DAX1 inh-1 0.2, FXN GAA850 act 1.5, hcDAF12 agonist 0.1, SMARCA2 activ -7, ssDAF12 agonist -0.2, ADAM10 inh -4, DAX1 inh-2 -1.8, GC-A act -2, PG9 binder -2.3, ADAM17 inh 1 and hgDAF12 agonist -0.8.
CCOC(=O)c1sc(=N)n(-c2ccc(OC)cc2)c1C was read as DAX1 inh-1 0.3, FXN GAA850 act 6.7, hcDAF12 agonist -0.9, SMARCA2 activ 5, ssDAF12 agonist -0.7, ADAM10 inh -4, DAX1 inh-2 1.5, GC-A act -1, PG9 binder -3.8, ADAM17 inh 0 and hgDAF12 agonist 5.1.
`CSc1nc(-c2ccc(Cl)cc2)nn1C(=O)c1ccccc1` gave DAX1 inh-1 1.8, FXN GAA850 act 2.0, hcDAF12 agonist 0.5, SMARCA2 activ 6, ssDAF12 agonist -0.5, ADAM10 inh 1, DAX1 inh-2 0.6, GC-A act 4, PG9 binder -2.1, ADAM17 inh 0 and hgDAF12 agonist 6.1.
Screening Cc1ccc(N(CC(O)CN(C)C)S(=O)(=O)c2ccccc2)cc1 (stereo not given) returned DAX1 inh-1 -0.7, FXN GAA850 act -0.6, hcDAF12 agonist 0.6, SMARCA2 activ 1, ssDAF12 agonist -1.4, ADAM10 inh -4, DAX1 inh-2 0.6, GC-A act 3, PG9 binder 3.3, ADAM17 inh -1 and hgDAF12 agonist 1.0.
Screening CNc1nc(NCCOc2ccccc2Cl)c2sccc2n1 returned DAX1 inh-1 -1.8, FXN GAA850 act 9.0*, hcDAF12 agonist -2.9, SMARCA2 activ -1, ssDAF12 agonist -2.0, ADAM10 inh -9, GC-A act 15, PG9 binder 0.6, ADAM17 inh 0 and hgDAF12 agonist -0.2.
Screening CCc1ccc(CN(C)Cc2nc(Cc3ccc(OC)c(OC)c3)no2)nc1 returned DAX1 inh-1 -0.3, FXN GAA850 act 2.5, hcDAF12 agonist 2.4, SMARCA2 activ -1, ssDAF12 agonist -0.2, ADAM10 inh -5, DAX1 inh-2 0.6, GC-A act 2, PG9 binder -1.5, ADAM17 inh 0 and hgDAF12 agonist 5.0.
